mut p53 react = mutant p53 pathway re-activators, primary screen, cell-based, SW480, luciferase, single point, HTS. SW480 PUMA-promoter luciferase, p53 mutant reactivation. activation, % at 9.98 µM. actives 1.5% (n = 28,000). AID 624151, 2012; in the data active = activation above about 52%; inconclusive = no clear call, values can overlap the other calls
STK33 inh = STK33 kinase inhibitors, primary screen, biochemical, luminescence, ADP-Glo, MBP substrate. actives 0.44% (n = 27,000). inhibition, % at 12.5 µM. Serine/threonine-protein kinase 33 (Homo sapiens), Q9BYT3; in the data active = inhibition above about 20%; inconclusive = no clear call, values can overlap the other calls
Target sequence (Q9BYT3 whole entry, looked up): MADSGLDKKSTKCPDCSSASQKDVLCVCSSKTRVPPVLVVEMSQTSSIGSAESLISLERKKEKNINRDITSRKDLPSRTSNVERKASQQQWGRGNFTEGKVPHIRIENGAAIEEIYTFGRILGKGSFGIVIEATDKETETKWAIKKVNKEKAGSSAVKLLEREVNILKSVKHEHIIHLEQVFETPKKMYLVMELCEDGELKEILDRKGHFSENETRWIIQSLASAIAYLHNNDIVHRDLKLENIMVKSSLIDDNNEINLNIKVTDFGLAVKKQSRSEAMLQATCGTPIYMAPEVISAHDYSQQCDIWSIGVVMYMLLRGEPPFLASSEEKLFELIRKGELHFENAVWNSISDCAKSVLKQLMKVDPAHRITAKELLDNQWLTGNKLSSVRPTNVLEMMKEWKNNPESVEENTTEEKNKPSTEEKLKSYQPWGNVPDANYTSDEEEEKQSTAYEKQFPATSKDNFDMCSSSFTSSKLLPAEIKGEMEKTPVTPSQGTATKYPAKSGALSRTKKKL
The depositor's hits bear a star; ? = inconclusive; . = no result given.

Under each structure – mut p53 react	STK33 inh
1. C[C@H](CO)N1C[C@H](C)[C@H](CN(C)C)Oc2c(NS(=O)(=O)c3ccc(Cl)cc3)cccc2C1=O
    -7	.
2. O=C(C[C@@H]1C[C@H]2c3cc(NC(=O)Nc4ccc(C(F)(F)F)cc4)ccc3O[C@H]2[C@H](CO)O1)NCc1ccc2c(c1)OCO2
    2	.
3. C[C@]12CCC3c4ccc(OS(=O)(=O)O)cc4CCC3C1CCC2=O (some centres not stated)
    .	-7
4. C[C@@H]1CN([C@@H](C)CO)C(=O)c2cc(N(C)C)ccc2O[C@@H]1CN(C)Cc1ccncc1
    -6	-1
5. C[C@@H]1CCCCO[C@@H](CN(C)S(=O)(=O)c2ccc(F)cc2)[C@@H](C)CN([C@H](C)CO)C(=O)c2cc(NC(=O)c3ccccc3)ccc2O1
    .	1
6. CC(=O)O[C@@H]1C[C@@H](C)[C@](O)(CCc2ccoc2)[C@]23CCC[C@](C)(C(=O)OC2)C13 (some centres not stated)
    -10	-4
7. Cc1nccn1CC(O)COc1ccccc1Br (configuration not stated)
    -8	0
8. NS(=O)(=O)c1cc(C2(O)NC(=O)c3ccccc32)ccc1Cl (configuration not stated)
    .	-5
9. Cc1noc(C)c1NC(=O)Nc1ccc2c(c1)C(=O)N([C@H](C)CO)C[C@H](C)[C@H](CN(C)C(=O)Nc1ccccc1)OCCCC[C@@H](C)O2
    .	-1
10. COC(=O)c1ccccc1NC(=O)c1ccc(NC(=O)CSc2ccccc2)cc1
    33	3
11. COc1ccc(NC(=O)Nc2ccc3c(c2)CC(=O)N([C@@H](C)CO)C[C@@H](C)[C@@H](CN(C)S(=O)(=O)c2ccc(Cl)cc2)O3)cc1
    -25	-2
12. Cc1ccccc1OCC(=O)NC(=S)Nc1ccccc1N1CCN(S(C)(=O)=O)CC1
    -1	2
13. C[C@@H]1CN([C@H](C)CO)C(=O)CCCn2nncc2CO[C@H]1CN(C)S(=O)(=O)c1ccc(C#N)cc1
    .	-2
14. C[C@@H]1CN([C@@H](C)CO)C(=O)Cc2cc(NC(=O)CCC(F)(F)F)ccc2O[C@@H]1CN(C)Cc1ccc2c(c1)OCO2
    -3	1
15. Cc1ccc(C(C)C)c(OC(=O)CS(=O)c2ccc(C(F)(F)F)cc2[N+](=O)[O-])c1 (configuration not stated)
    -1	2
16. CCC(C)C1NC(=O)C(CC(C)C)NC(=O)C(CC(=O)O)NC(=O)C(C(C)C)NC(=O)C(CC(C)C)NC(=O)C(CC(C)C)NC(=O)C(CCC(N)=O)NC(=O)CC(CCCCCCCCCC(C)C)OC1=O (configuration not stated)
    -77	-16
17. COc1cccc(C#Cc2cnc3c(c2)C(=O)N([C@@H](C)CO)C[C@@H](C)[C@H](CN(C)C(=O)C2CCCCC2)O3)c1
    -4	.
18. COC(=O)c1cc(O)c(C(=O)c2c(O)cccc2C(=O)O)c(O)c1
    .	94*
19. C[C@@H]1CN([C@H](C)CO)C(=O)Cc2cc(NC(=O)Cc3cn(C)c4ccccc34)ccc2O[C@@H]1CN(C)C(=O)Nc1ccc(F)cc1
    .	1
20. C[C@H](CO)N1C[C@H](C)[C@@H](CN(C)Cc2ccccc2)OCc2cn(nn2)CCCC1=O
    -2	-1
21. C/C=C/[C@H](CCn1cc([C@H](O)c2ccccc2)nn1)[Si](C)(C)c1ccc(OC)cc1
    .	1
22. CCOC(=O)CNC(=O)c1cnn2cccnc12
    6	-5
23. CCN(CC)CCSc1nnc2c3cc(C)ccc3n(C)c2n1
    -4	-2
24. O=C(Cn1cnc2scc(-c3cccc([N+](=O)[O-])c3)c2c1=O)Nc1cccc(C(F)(F)F)c1
    -1	-11
25. C[C@H](CO)N1C[C@H](C)[C@H](CN(C)C)Oc2ncc(-c3cc4ccccc4o3)cc2C1=O
    .	2
26. C[C@H](O)C#Cc1cnc2c(c1)C(=O)N([C@@H](C)CO)C[C@H](C)[C@H](CN(C)C(=O)c1ccccc1)O2
    11	.
27. O=C(COc1ccc2ccccc2c1Br)NCc1ccccn1
    96*	-1
28. C[C@@H]1CN([C@H](C)CO)C(=O)Cc2cc(NC(=O)Cn3cnnn3)ccc2O[C@@H]1CN(C)Cc1ccc(-c2ccccc2)cc1
    .	-3
29. CN(C)c1nc(OCC(=O)NC(C)(C)C)nc(N(C)C)n1
    5	14
30. C[C@@H]1CCCCO[C@@H](CN(C)C(=O)Nc2ccc(C(F)(F)F)cc2)[C@H](C)CN([C@@H](C)CO)C(=O)c2cc(NS(C)(=O)=O)ccc2O1
    -8	.
31. COc1ccc(OC)c(NC(=O)CSc2nnc(-c3cccnc3)s2)c1
    -11	3
32. Cc1cc(NS(=O)(=O)c2ccc(NC(=O)NC(C)(C(F)(F)F)C(F)(F)F)cc2)no1
    -3	-1
33. C=CCn1c(SCC(=O)c2c(C)[nH]c3ccccc23)nc2sc3c(c2c1=O)CCC3
    -17	3
34. C[C@@H]1CN([C@H](C)CO)C(=O)CCCn2nncc2CO[C@H]1CN(C)C(=O)Nc1cccc(F)c1
    .	3
35. C=C1C(=O)O[C@@H]2C=C(C)[C@@H]3CC[C@@](C)(O)[C@@H]3C[C@H]12
    -6	1
36. COc1cccc(C(=O)c2oc3ccccc3c2NC(=O)CCc2ccccc2)c1
    11	?
37. C[C@@H]1CCCCO[C@@H](CN(C)C(=O)Nc2ccc(F)cc2)[C@@H](C)CN([C@H](C)CO)C(=O)c2cc(NC(=O)Nc3ccc4c(c3)OCO4)ccc2O1
    .	-1
38. C[C@@H]1CN([C@@H](C)CO)C(=O)Cc2cc(NC(=O)NC3CCCCC3)ccc2O[C@@H]1CN(C)Cc1ccccc1
    -1	0
39. C[C@@H]1CN([C@H](C)CO)C(=O)Cc2cc(NC(=O)Nc3ccc(C(F)(F)F)cc3)ccc2O[C@H]1CN(C)C(=O)Nc1cccc2ccccc12
    .	-1
40. COC(=O)C(CCCN=C(N)N)NC(=O)CCCc1c(-c2ccccc2)[nH]c2c(F)cc(F)cc12 (configuration not stated)
    14	.
41. COC(=O)CN1C(=O)CN(c2nc(C)cc(C)n2)C1=O
    -13	1
42. C[C@@H]1CCCCO[C@@H](CN(C)S(=O)(=O)c2cccs2)[C@@H](C)CN([C@H](C)CO)C(=O)c2cc(NS(=O)(=O)c3ccccc3)ccc2O1
    .	5
43. O=C(C[C@@H]1C[C@H]2c3cc(NC(=O)C4CCOCC4)ccc3O[C@H]2[C@H](CO)O1)NCc1cc(F)ccc1F
    4	.
44. COC(=O)c1c(N)c(C#N)c2n1CCC2
    -2	.
45. CN(C)S(=O)(=O)N(CC(=O)Nc1c(F)cccc1F)c1ccccc1
    0	-1
46. Cc1cc(N(CC(=O)Nc2ccccc2C(=O)N2CCOCC2)S(C)(=O)=O)ccc1Br
    -7	2
47. C[C@@H]1CN([C@@H](C)CO)C(=O)Cc2cc(NC(=O)Nc3ccccc3)ccc2O[C@@H]1CN(C)Cc1ccncc1
    -2	2
48. COc1ccc(S(=O)(=O)Nc2ccc3c(c2)CC(=O)N([C@H](C)CO)C[C@@H](C)[C@H](CN(C)S(=O)(=O)c2ccc(OC)cc2)O3)cc1
    -5	5
49. O=C(Nc1sc2c(c1C(=O)NCc1ccco1)CCCC2)c1ccc(Cl)cc1Cl
    -6	-2
50. C[C@@H]1CN([C@H](C)CO)C(=O)c2cc(Br)cnc2O[C@H]1CN(C)C(=O)c1ccccc1F
    14	.
51. Cc1noc(C)c1S(=O)(=O)Nc1ccc2c(c1)C(=O)N([C@@H](C)CO)C[C@@H](C)[C@@H](CN(C)C(=O)Nc1ccccc1)OCCCC[C@H](C)O2
    -9	.
52. COc1cc(C(=O)Nc2sc3c(c2C(=O)NCc2ccco2)CCCC3)cc(OC)c1OC
    11	3
53. NC(=O)c1c(NC(=O)Cn2c(=O)oc3ccccc32)sc2c1CCCC2
    -14	3
54. C[C@H]1CN([C@@H](C)CO)C(=O)c2cc(NC(=O)C3CCCCC3)ccc2O[C@@H]1CN(C)C(=O)Nc1ccc(C(F)(F)F)cc1
    6	.
55. CCCCn1c(NCc2ccc(OC)cc2O)nc2ccccc21
    -3	-2
56. CCOC(=O)c1c(NC(=S)NC(C)C2CCCO2)sc2c1CCCC2 (configuration not stated)
    17	3
57. C[C@@H]1CN([C@H](C)CO)C(=O)c2cc(NS(=O)(=O)c3cccs3)ccc2O[C@@H](C)CCCCO[C@@H]1CN(C)S(C)(=O)=O
    16	.
58. C[C@H](CO)N1C[C@H](C)[C@H](CN(C)Cc2cccc(C(=O)O)c2)Oc2ncc(C#CCc3ccccc3)cc2C1=O
    5	.
59. Cc1noc(C)c1NC(=O)Nc1ccc2c(c1)C(=O)N([C@@H](C)CO)C[C@H](C)[C@H](CN(C)C(=O)CCCN(C)C)OCCCC[C@H](C)O2
    1	.
60. COC(=O)C[C@@H]1C[C@H]2c3cc(NC(=O)NC4CCCC4)ccc3O[C@H]2[C@H](CO)O1
    6	.

Single values from the results shown.
`Cc1cc(N(CC(=O)Nc2ccccc2C(=O)N2CCOCC2)S(C)(=O)=O)ccc1Br` – STK33 inh = 2
`COc1cc(C(=O)Nc2sc3c(c2C(=O)NCc2ccco2)CCCC3)cc(OC)c1OC` – mut p53 react = 11
`C[C@H]1CN([C@@H](C)CO)C(=O)c2cc(NC(=O)C3CCCCC3)ccc2O[C@@H]1CN(C)C(=O)Nc1ccc(C(F)(F)F)cc1` – mut p53 react = 6
`C[C@@H]1CN([C@H](C)CO)C(=O)c2cc(NS(=O)(=O)c3cccs3)ccc2O[C@@H](C)CCCCO[C@@H]1CN(C)S(C)(=O)=O` – mut p53 react = 16
`COC(=O)c1c(N)c(C#N)c2n1CCC2` – mut p53 react = -2
`CCOC(=O)c1c(NC(=S)NC(C)C2CCCO2)sc2c1CCCC2` (configuration not stated) – mut p53 react = 17

Exported as tab-separated lines: entries from further up.
cpd	structure	mut p53 react	STK33 inh
45	CN(C)S(=O)(=O)N(CC(=O)Nc1c(F)cccc1F)c1ccccc1	0	-1
46	Cc1cc(N(CC(=O)Nc2ccccc2C(=O)N2CCOCC2)S(C)(=O)=O)ccc1Br	-7	2
47	C[C@@H]1CN([C@@H](C)CO)C(=O)Cc2cc(NC(=O)Nc3ccccc3)ccc2O[C@@H]1CN(C)Cc1ccncc1	-2	2

The listing continues.
Under each structure – mut p53 react	STK33 inh
61. Cn1c(CN2CCCC2)nc2cc(NC(=O)COc3ccc(Cl)cc3)ccc21
    -7	-1
62. O=C1O[C@@H](c2ccccc2)[C@@H](c2ccccc2)N2[C@@H](c3ccccc3OCCO)[C@]3(C(=O)Nc4ccc(C#CCCO)cc43)[C@@H](C(=O)N3CCN(c4ncccn4)CC3)[C@H]12
    .	18
63. Cc1c(Cl)cccc1NC(=O)Cn1cnc2sc(C(=O)Nc3ccccc3)c(C)c2c1=O
    -10	-1
64. C[C@H](CO)N1C[C@H](C)[C@H](CN(C)C)Oc2cc(-c3ccncc3)ccc2S1(=O)=O
    9	.
65. CC(C)CCCC(C)(O)c1ccc(C(=O)O)cc1O (configuration not stated)
    -3	-1
66. COc1ccc(CN(C)C[C@H]2Oc3ccc(NS(=O)(=O)c4ccc(Cl)cc4)cc3CC(=O)N([C@@H](C)CO)C[C@H]2C)cc1
    4	1
67. O=c1ccc2ccc(O)c(O)c2o1
    .	-1
68. CC(=O)O[C@@H]1CC2C(C)(C)[C@H](O)C[C@H](O)[C@]2(C)C2CC[C@@]3(C)[C@H](c4ccoc4)OC(=O)[C@H]4O[C@]43[C@@]21C (some centres not stated)
    .	-4
69. C[C@H](CO)N1C[C@H](C)[C@H](CN(C)C(=O)Nc2ccc3c(c2)OCO3)Oc2ccc(NC(=O)c3ccncc3)cc2C1=O
    15	.
70. COC(=O)c1cc(NC(=O)COc2ccc(I)cc2)cc(C(=O)OC)c1
    7	3
71. COc1ccc(S(=O)(=O)Nc2ccc3c(c2)CC(=O)N([C@@H](C)CO)C[C@H](C)[C@H](CN(C)S(C)(=O)=O)O3)cc1
    .	1
72. COc1ccc(OC)c(S(=O)(=O)N(C)CC(=O)N2CCN(c3cccc(Cl)c3)CC2)c1
    4	-3
73. C[C@H](CO)N1C[C@H](C)[C@@H](CN(C)C(=O)Nc2cccc3ccccc23)Oc2c(NC(=O)C3CCOCC3)cccc2C1=O
    1	.
74. C[C@H]1CN([C@@H](C)CO)C(=O)Cc2cc(NC(=O)C3CC3)ccc2O[C@H]1CN(C)Cc1ccc(Cl)c(Cl)c1
    7	1
75. O=C(CN1CCCCC1)Nc1sc2c(c1C(=O)Nc1ccc(Cl)cc1)CCC2
    -5	0
76. COc1ccccc1NC(=O)N(C)C[C@H]1OCc2cnnn2CCCC(=O)N([C@@H](C)CO)C[C@@H]1C
    0	0
77. COc1cc([N+](=O)[O-])ccc1NC(=O)CSc1ncccn1
    -17	2
78. C[C@H](CO)N1C[C@H](C)[C@H](CN(C)Cc2ccccn2)Oc2ncc(-c3ccc(C#N)cc3)cc2C1=O
    -2	.
79. C[C@H]1CN([C@@H](C)CO)C(=O)c2cc(C#CC3CC3)cnc2O[C@@H]1CN(C)C(=O)Nc1ccc(F)cc1
    14	.
80. COc1cccc(OCC(=O)Nc2ccc(Sc3ccc([N+](=O)[O-])cc3)cc2)c1
    2	-4
81. C[C@@H]1CN([C@@H](C)CO)C(=O)c2cc(NC(=O)Cn3cnnn3)ccc2O[C@@H]1CN(C)S(=O)(=O)c1cccs1
    -13	0
82. Cc1nc2nc[nH]n2c(=O)c1NS(=O)(=O)c1ccc(Br)cc1
    -5	-4
83. O=C(COc1ccc(C(=O)Nc2ccccc2Cl)cc1)Nc1ccccc1C(F)(F)F
    11	-8
84. CC(C)c1cc(C(=O)N2CCOCC2)c(NC(=O)c2cc(-c3cccnc3)nc3ccc(Br)cc23)s1
    8	2

Source: PubChem

This is a subset; count on the stated rates, not on these rows.
